# Screening data (PubChem)
# CCHF vOTU inh: CCHFV vOTU protease inhibitors, primary screen, biochemical, Pep-AMC substrate, fluorescence | Crimean-Congo hemorrhagic fever virus L polyprotein viral ovarian tumor (vOTU) protease … | inhibition, % at 11.5 µM | hit rate 0.55% among 370,000 | AID 651958, 2012; in the data active means inhibition above about 30%; further: 0% = vehicle wells with enzyme and 100% = no enzyme wells
# * marks the source's active call; other numbers are inactive results. This is a subset; rates above refer to the full screens.
# The opening 16 compounds (preview)
SMILES,CCHF vOTU inh
Cc1ccc2nc(-c3ccc(CN4CCC5(CC4)CNc4ccccc45)cc3)c(-c3ccccc3)nc2c1,13
N#Cc1ccc(OC[C@@H](O)CN2CCC(C(O)(c3ccccc3)c3ccccc3)CC2)c(F)c1,0
NC(=O)c1ncn([C@@H]2O[C@H](C(=O)N[C@H](Cc3c[nH]c4ccccc34)C(=O)N3CCN(C(=O)N4CCCCC4)CC3)[C@@H](O)[C@H]2O)n1,-3
CCC(CC)CN1CCC(CN2C(=S)NC[C@@H]2Cc2ccccc2)CC1,-6
Cc1nn(-c2ccccc2)c(C)c1/C=N\NC(=O)CSc1nc2ccccc2n1Cc1ccc(Cl)cc1,3
O=C(NCCc1ccccc1F)C1C(=O)Nc2ccccc2C(=O)N1C1CCCCC1 (configuration not stated),13
COc1ccc(CN2C[C@]3(C=C4CCCCC4n4c(=O)n(-c5ccccc5)c(=O)n43)N(C(=O)OCc3ccccc3)C2=NC(=O)c2ccccc2)c(OC)c1 (some centres not stated),17
Cn1cc([C@]2(O)C(=O)Nc3ccc(OC(F)(F)F)cc32)c2ccccc21,13
O=C(Nc1ccc(F)cc1)Nc1c(-c2ccccc2)nc2ncccn12,-9
COc1cccc(N(C)C(=O)[C@@H](C)[C@@H](O)c2ccc(C(C)=O)cc2)c1,2
CC(C)C[C@@H]1COc2cccc(N3CCCC3)c2S(=O)(=O)N1C,3
COc1ccc(CN(CCN2CCOCC2)C(=O)c2ccccc2C)cc1OC,-2
COC(=O)[C@]12CCCCC=C1N(Cc1ccc3c(c1)OCO3)C(=O)[C@H](CC(=O)N1CCCC1)C2,-5
CC(C)[C@@H]1NC(=O)[C@H]2C[C@@]3(c4ccccc4)c4ccccc4N[C@H]3N2C1=O,6
CC(=O)OCCCN1C(=O)CCC12CCC(C)CC2 (configuration not stated),-1
COc1ccc(N2CCN(CCCNC(=O)COc3ccc(F)cc3)CC2)cc1,-6

# Results, previewed entries included:
SMILES,CCHF vOTU inh
Cc1ccc2nc(-c3ccc(CN4CCC5(CC4)CNc4ccccc45)cc3)c(-c3ccccc3)nc2c1,13
N#Cc1ccc(OC[C@@H](O)CN2CCC(C(O)(c3ccccc3)c3ccccc3)CC2)c(F)c1,0
NC(=O)c1ncn([C@@H]2O[C@H](C(=O)N[C@H](Cc3c[nH]c4ccccc34)C(=O)N3CCN(C(=O)N4CCCCC4)CC3)[C@@H](O)[C@H]2O)n1,-3
CCC(CC)CN1CCC(CN2C(=S)NC[C@@H]2Cc2ccccc2)CC1,-6
Cc1nn(-c2ccccc2)c(C)c1/C=N\NC(=O)CSc1nc2ccccc2n1Cc1ccc(Cl)cc1,3
O=C(NCCc1ccccc1F)C1C(=O)Nc2ccccc2C(=O)N1C1CCCCC1 (configuration not stated),13
COc1ccc(CN2C[C@]3(C=C4CCCCC4n4c(=O)n(-c5ccccc5)c(=O)n43)N(C(=O)OCc3ccccc3)C2=NC(=O)c2ccccc2)c(OC)c1 (some centres not stated),17
Cn1cc([C@]2(O)C(=O)Nc3ccc(OC(F)(F)F)cc32)c2ccccc21,13
O=C(Nc1ccc(F)cc1)Nc1c(-c2ccccc2)nc2ncccn12,-9
COc1cccc(N(C)C(=O)[C@@H](C)[C@@H](O)c2ccc(C(C)=O)cc2)c1,2
CC(C)C[C@@H]1COc2cccc(N3CCCC3)c2S(=O)(=O)N1C,3
COc1ccc(CN(CCN2CCOCC2)C(=O)c2ccccc2C)cc1OC,-2
COC(=O)[C@]12CCCCC=C1N(Cc1ccc3c(c1)OCO3)C(=O)[C@H](CC(=O)N1CCCC1)C2,-5
CC(C)[C@@H]1NC(=O)[C@H]2C[C@@]3(c4ccccc4)c4ccccc4N[C@H]3N2C1=O,6
CC(=O)OCCCN1C(=O)CCC12CCC(C)CC2 (configuration not stated),-1
COc1ccc(N2CCN(CCCNC(=O)COc3ccc(F)cc3)CC2)cc1,-6
CN(C)S(=O)(=O)c1cccc(C(=O)N/N=C\c2ccco2)c1,3
C=CCNC(=O)c1cc(-c2ccccc2)sc1N,2
COC(=O)C1=C(C)N(Cc2ccc(C(F)(F)F)cc2)C(=NCc2ccc3c(c2)OCO3)NC1c1cccc(Cl)c1 (configuration not stated),19
O=C(Cn1cnc2ccccc2c1=O)N1CCN(C(=O)C2CCCO2)CC1 (configuration not stated),-5
O=C(CCc1ccccc1)N[C@H]1[C@H](OCc2ccccc2)CCC[C@@]12C(=O)N(Cc1ccccc1)c1ccc(-c3ccsc3)cc12,2
CCOc1ccccc1C(=O)Nc1ccc(C(=O)NCC2COc3ccccc3O2)cc1 (configuration not stated),5
N#Cc1ccc(C(C(=O)NC2CCCCC2)n2c(=O)c(-c3ccco3)nc3ccccc32)cc1 (configuration not stated),-13
COC(=O)C[C@@H]1CC[C@H]2[C@@H](COc3ccc(NC(=O)c4ccc(Cl)cc4)cc3C(=O)N2C)O1,6
CCOc1ccc(-n2c(SCC(=O)Nc3ccc(Oc4ccccc4)cc3)nnc2-c2ccncc2)cc1,3
COCCCNC(=O)c1ccc(Cn2c(=O)c3ccccc3n(Cc3ccc([N+](=O)[O-])cc3)c2=O)cc1,3
Cc1ccc(-n2c(Cc3cccs3)nnc2SCc2ccc(C#N)cc2)cc1,4
CCCC(=O)OC12CCCN(C1)/C(=C/c1cccc(OC)c1)C2 (configuration not stated),2
O=C(N[C@H](Cc1ccccc1)C(=O)N(CCC1=CCCCC1)CC1CC1)[C@H]1O[C@@H](n2ccc(=O)[nH]c2=O)[C@H](O)[C@@H]1O,-1
C=CCN=C1NC(c2cccc(F)c2)C(C(=O)OC)=C(C)N1C (configuration not stated),-7
COc1cc(NC(=O)C2CCCN(S(=O)(=O)c3ccccc3[N+](=O)[O-])C2)cc(OC)c1 (configuration not stated),8
CCOC(=O)[C@@]12CCC3=C1N(CCC3)C(=O)[C@H](CC(=O)N1CCCC1)C2,-8
COC(=O)C[C@H]1CC[C@H](NC(=O)Nc2ccccc2OC)[C@@H](CO)O1,3
COc1ccc(S[C@]2(C(=O)N3CCN(c4ncccn4)CC3)CC(=O)N(S(=O)(=O)c3ccc(F)cc3)[C@@H]2c2ccc(OC)cc2)cc1,-2
CCOC(=O)C[C@@H]1OC[C@H](Cc2ccccc2)N1S(=O)(=O)c1ccc(C)cc1,9
COc1ccc2c(c1)CN1CN(CCc3ccccc3)S(=O)(=O)CC21 (configuration not stated),7
COc1ccc(NC(=O)c2cc(-c3sc(NC(=O)c4ccccc4)nc3C)n(CCO)n2)cc1,1
CC(C)(C)S(=O)(=O)N1Cc2cc(CO)ccc2[C@H]1CCO,9
O=C(CCc1nc(-c2ccccc2F)no1)NCCc1ccccc1F,-4
OCC[C@@H]1C[C@H](O)[C@@H](O)[C@@]2(OCCc3cc(C(F)(F)F)ccc32)O1,-7
O=C(CSc1nc2ccccc2nc1N1CCCCC1)N1CCN(S(=O)(=O)c2cccc([N+](=O)[O-])c2)CC1,3
COC(=O)C[C@@H]1C=C[C@@H](NC(=O)C2CCC2)[C@@H](CO)O1,-10
COc1ccc(C(=O)/C=C(\Nc2ccc(Br)c(C)c2)c2ccc(OC)cc2OC)c(OC)c1,10
CC1(C)O[C@@H]2[C@H](O1)[C@@H](O)C[C@H]2n1cnc2c(Cl)ncnc21,0
O=C(C(=O)N1CCN(c2ccccc2)CC1)c1cccc(Br)c1,16
COC(=O)[C@]12C=CCN1[C@H](c1ccc(Cl)cc1)c1c(c3ccccc3n1S(=O)(=O)c1ccc(C)cc1)C2,9
COC(=O)[C@]12C[C@H](CC(=O)NCCC(C)C)C(=O)N(Cc3cccc4ccccc34)C1=C[C@H](C(C)C)O[C@@H]2C1CC1,25
Cc1ccc(OCc2nc3ccccc3n2C(C(=O)NC(C)(C)C)c2ccncc2)cc1 (configuration not stated),1
CN1C(=O)c2cc(NC(=O)Nc3ccccc3)ccc2OC[C@H]2O[C@@H](CC(=O)NCc3ccc(-c4ccccc4)cc3)CC[C@@H]21,-3
c1ccc(Cn2nnnc2C2CN=C(c3ccccc3)c3ccccc3N2)cc1 (configuration not stated),0
# (listing goes on)
SMILES,CCHF vOTU inh
COC(=O)C1=C(C)N(Cc2ccccc2C(F)(F)F)C(=NCc2ccc(OC)cc2)NC1c1ccc(C(F)(F)F)cc1 (configuration not stated),14
Cc1cc2c(c(=O)o1)[C@@]1(C(=O)N(C)c3cc(Br)ccc31)C1=C(CCCC1=O)O2,-1
Brc1ccccc1Cn1nnc(-c2ccc(N3CCOCC3)cc2)n1,6
CC1=C2NC(N)=[N+](Cc3ccccc3)CC2n2c(=O)n(-c3ccccc3)c(=O)n2C1 (configuration not stated),1
COC(=O)C1=C(C)N(C)C(=NCc2ccccc2C(F)(F)F)NC1c1cccc(F)c1 (configuration not stated),17
CC(C)(C)C(C(=O)NCc1ccccc1)N1CCN(C(=O)C2CCCO2)CC1 (configuration not stated),15
CCCCCCCCCc1conc1C(=O)/C=C/c1ccco1,6
Cc1ccc(S(=O)(=O)N2C3CCCCC3O[C@H]2CC(=O)c2ccccc2)cc1 (some centres not stated),8
CCCCCCn1cc(CN2CC=CS2(=O)=O)nn1,1
OC(c1ccccc1)(c1ccccc1)C1CCN(CCCNc2ccc(Cl)cc2Cl)CC1,5
COc1ccc([C@H]2OC(=O)C[C@H]2C(=O)N2CCCC2)cc1OC,-7
COC(=O)[C@]12C[C@H](CC(=O)NCCc3ccccc3OC)C(=O)N(CCC3=CCCCC3)C1=C[C@H](COCc1ccccc1)O[C@@H]2C,10
CCCOc1nccc2c1n(C)c(=O)n2C,-4
CCc1c(-c2ccccc2OC)ncn1Cc1cccc(-c2ccccc2)c1,12
CC(C)CN1C(=O)[C@@]2(CC(=O)N(C)C2c2ccccc2)c2cc(-n3cc(CO)nn3)ccc21 (some centres not stated),-3
O=C(Nc1ccccc1C(F)(F)F)OCCCN1CCC2(CCC(c3ccccc3)CC2)C1=O (configuration not stated),20
COCCCNC(=O)c1oc(=O)c2ccccc2c1-c1ccc(C)cc1,-4
COc1ccccc1C(=O)N1CCC(Oc2cccnc2)CC1,3
COC(=O)[C@]12C[C@H](CC(=O)N3CCSCC3)C(=O)N(CCC3=CCCCC3)C1=C[C@H](C(C)(C)C)O[C@@H]2C,14
CCN(CC)C(=O)[C@H]1C[C@@H]2[C@H](C[C@@H](c3ccccc3)[C@H]1C)N(c1ccc(F)cc1)C(=O)N2CCCOc1ccccc1,11
O=C(CNSc1ccc([N+](=O)[O-])cc1[N+](=O)[O-])OCc1ccccc1,6
COc1cc(C(=O)C(=O)N2CCC(Cc3ccccc3)CC2)cc2ccccc12,4
CCCCCc1ccc(-c2n[nH]c(=O)c3ccccc23)cc1,9
N#Cc1cccc(OC[C@@H](O)CN2CCC(C(O)(c3ccccc3)c3ccccc3)CC2)c1,8
CCc1cc2c(nc1CC)CCCN2S(=O)(=O)c1c(C)noc1C,-3
COC(=O)[C@]12C[C@H](CC(=O)N3CCN(C(=O)C4CC4)CC3)C(=O)N(Cc3ccccc3)C1=C[C@H](C(C)(C)C)O[C@@H]2C,2
CCC(c1nc2ccccc2[nH]1)n1c(-c2ccnc(Cl)c2)nc2ccccc21 (configuration not stated),-4
CCC(c1nc2ccccc2[nH]1)n1c(=O)c(-c2ccco2)nc2ccccc21 (configuration not stated),7
COC(=O)[C@]12C[C@H](CC(=O)NCCCN3CCCC3=O)C(=O)N(Cc3ccc4c(c3)OCO4)C1=C[C@H](C(C)C)O[C@@H]2C1CC1,-3
CCc1ccccc1CC1CN(Cc2ccccc2)Cc2ccccc2N1c1ccc(OC)cc1 (configuration not stated),-7
C/C(=N/NC(=O)c1cccnc1)c1cccc(O)c1,4
COc1cc(C(=O)NC2CCCCN(C(C)C)C2=O)cc(OC)c1OC (configuration not stated),-2
Cc1c[nH]c2cccc(-c3ccc(OCc4ccccc4)cc3)c12,0
CC1CCC2(CCC(=O)N2CCCO)CC1 (configuration not stated),-1
O=C(CCl)NC1CCCCN(Cc2ccc(OC(F)(F)F)cc2)C1=O (configuration not stated),-3
COC(=O)[C@]12C[C@H](CC(=O)NCc3ccccc3)C(=O)N(CCc3ccc(OC)c(OC)c3)C1=C[C@H](C(C)C)O[C@@H]2C1CC1,5
CCC(CC)C(C(=O)NCc1ccccc1)N1CCN(C(=O)C2CCCO2)CC1 (configuration not stated),-9
COc1cccc(CNC(=O)CNS(=O)(=O)c2ccc3nc(C)sc3c2)c1OC,1
CCOC(=O)[C@]12CCCC=C1N(CCc1ccc(OC)c(OC)c1)C(=O)[C@H](CC(=O)N1CCN(C(=O)C3CC3)CC1)C2,-1
COC(=O)C1=C(C)N(Cc2ccccc2C(F)(F)F)C(=NCc2ccccc2)NC1c1ccc(F)cc1 (configuration not stated),13
CCCCCCCCN1C(=O)[C@@H](CC(=O)N2CCN(C(=O)c3ccco3)CC2)C[C@@]2(C(=O)OC)C1=C[C@H](COCc1ccccc1)O[C@@H]2C,11
C#CCCCN([C@H](C(=O)OC)C(C)C)S(=O)(=O)c1ccc(F)cc1Br,6
C=CCN1C(=O)[C@H](CC(=O)NCC23CC4CC(CC(C4)C2)C3)[C@@]2(C(=O)OC)CCCCC=C12,4
Cc1cccc(C)c1NC(=O)C(c1cccc2ccccc12)n1c(=O)c(-c2ccco2)nc2ccccc21 (configuration not stated),21
COC(=O)[C@]12C[C@H](CC(=O)NCc3cccc4ccccc34)C(=O)N(CCc3ccc(OC)c(OC)c3)C1=C[C@H](C(C)(C)C)O[C@@H]2C,22
NC(=O)c1ncn([C@@H]2O[C@H](C(=O)N[C@H](Cc3c[nH]c4ccccc34)C(=O)N3CCN(C(=O)N4CCOCC4)CC3)[C@@H](O)[C@H]2O)n1,-2
CC1=C(c2ccccc2)C(=O)C(C)(C)CC1=O,-6
CCC(=O)Nc1ccc2c(c1)C(=O)N(C)[C@@H]1CC[C@@H](CC(=O)OC)O[C@H]1CO2,-1

# Arranged by SMILES length (low to high): 3 of the compounds above
SMILES,CCHF vOTU inh
C#CCCCN([C@H](C(=O)OC)C(C)C)S(=O)(=O)c1ccc(F)cc1Br,6
C=CCN1C(=O)[C@H](CC(=O)NCC23CC4CC(CC(C4)C2)C3)[C@@]2(C(=O)OC)CCCCC=C12,4
CCCCCCCCN1C(=O)[C@@H](CC(=O)N2CCN(C(=O)c3ccco3)CC2)C[C@@]2(C(=O)OC)C1=C[C@H](COCc1ccccc1)O[C@@H]2C,11
